# LYPLA2 inh – LYPLA2 inhibitors, primary screen, counter-screen for PME1 inhibitor project, biochemical, fluorescence polarization, FP-Rh probe ABPP; inhibition, % at 5.9 µM; 320,000 tested, 0.38% active; recombinant LYPLA2; Acyl-protein thioesterase 2 (Homo sapiens), O95372; AID 2177, 2009;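 active = inhibition above the screen-wide mean plus 3 SD, limit set per campaign, cut at about 26% in these data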;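 note: 0% = LYPLA2 with DMSO and 100% = wells lacking LYPLA2 enzyme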
# PAFAH1B3 FP inh – PAFAH1B3 enzyme inhibitors, primary screen, biochemical, fluorescence polarization, human; Platelet-activating factor acetylhydrolase IB subunit alpha1 (Homo sapiens), Q15102; recombinant PAFAH1B3, FP-rhodamine probe; 340,000 tested, 0.28% active; inhibition, % at 3.39 µM;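 active = inhibition above the screen-wide average of all tested compounds plus 3 SD, cut at about 25% in these data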;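 note: 0% = enzyme with DMSO only and 100% = wells lacking PAFAH1B3 protein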
# LYPLA1 inh – LYPLA1 inhibitors, primary screen, counter-screen for PME1 inhibitor project, biochemical, fluorescence polarization, FP-Rh probe ABPP | Acyl-protein thioesterase 1 (Homo sapiens), O75608 | recombinant LYPLA1 | inhibition, % at 5.9 µM | 320,000 tested, 0.16% active;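 active = inhibition above the mean of all tested compounds plus 3 SD, set per campaign, cut at about 14% in these data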;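 note: inhibitors block serine hydrolase probe labeling of LYPLA1 so polarization falls; 0% = enzyme with DMSO and 100% = wells lacking LYPLA1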
# Target sequence (O75608 whole entry, looked up): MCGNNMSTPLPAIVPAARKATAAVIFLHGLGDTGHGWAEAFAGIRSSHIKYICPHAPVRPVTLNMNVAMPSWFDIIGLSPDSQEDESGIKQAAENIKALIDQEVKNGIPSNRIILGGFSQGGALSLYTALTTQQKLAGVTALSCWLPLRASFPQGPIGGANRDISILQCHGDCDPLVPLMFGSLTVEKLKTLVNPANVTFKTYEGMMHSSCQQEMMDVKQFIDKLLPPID
# PREPL inhibitor – PREPL enzyme inhibitors, primary screen, biochemical, fluorescence polarization | Prolyl endopeptidase-like (Homo sapiens), Q4J6C6 | recombinant PREPL, fluorescence polarization activity-based probe | inhibition, % at 5.96 µM | 320,000 tested, 0.68% active | AID 2751, 2010; in the data active = inhibition above about 43%;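 note: 0% = enzyme with DMSO and 100% = wells lacking enzyme; many of its hits are not listed in these tables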
# PAFAH2 FP inh – PAFAH2 enzyme inhibitors, primary screen, biochemical, fluorescence polarization, human | Platelet-activating factor acetylhydrolase 2, cytoplasmic (Homo sapiens), Q99487 | recombinant PAFAH2, FP-rhodamine activity probe | inhibition, % at 3.39 µM | 340,000 tested, 0.99% active | AID 492956, 2010;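 active = inhibition above the mean over all tested compounds plus 3 SD, cut at about 30% in these data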;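 note: inhibitors block probe labeling of enzyme so polarization drops; 0% = enzyme with DMSO and 100% = wells lacking PAFAH2 protein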
# PAD4 FP inh – human PAD4 inhibitors, primary screen, biochemical, fluorescence polarization, 1536-well format; Protein-arginine deiminase type-4 (Homo sapiens), Q9UM07; recombinant PAD4, RCA probe fluorescence polarization; inhibition, % at 6.36 µM; 330,000 tested, 0.41% active; AID 485272, 2010;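 active = percent inhibition above a cutoff equal to the mean of all tested compounds plus 3 SD, cut at about 15% in these data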;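 note: 0% = PAD4 with RCA probe and DMSO and 100% = probe without PAD4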
# GSTO1 counter – inhibitors of recombinant GSTO1, primary screen, counter-screen for RBBP9 inhibitor project, biochemical, fluorescence polarization; AID 1974, 2009; inhibition, % at 5.96 µM; 300,000 tested, 1.1% active; activity-based probe fluorescence polarization; Glutathione S-transferase omega-1 (Homo sapiens), P78417;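 active = inhibition above the campaign mean inhibition plus 3 SD, cut at about 35% in these data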;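 note: 0% = GSTO1-1 with DMSO and 100% = wells lacking GSTO1-1 enzyme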
# Target sequence (P78417 whole entry, looked up): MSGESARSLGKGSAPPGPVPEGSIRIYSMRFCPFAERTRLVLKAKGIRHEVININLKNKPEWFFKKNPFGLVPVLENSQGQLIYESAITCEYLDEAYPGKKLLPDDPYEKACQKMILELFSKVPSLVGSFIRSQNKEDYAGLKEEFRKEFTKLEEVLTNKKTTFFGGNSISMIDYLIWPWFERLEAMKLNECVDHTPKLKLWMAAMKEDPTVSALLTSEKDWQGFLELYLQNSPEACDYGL
# PAFAH1B2 FP inh – PAFAH1B2 enzyme inhibitors, primary screen, biochemical, fluorescence polarization, human. Platelet-activating factor acetylhydrolase IB subunit alpha2 (Homo sapiens), P68402. recombinant PAFAH1B2, FP-rhodamine activity probe. inhibition, % at 3.39 µM. 340,000 tested, 1.2% active. AID 492953, 2010;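 active = inhibition above the mean of all tested compounds plus 3 SD, cut at about 24% in these data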;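 note: 0% = enzyme with DMSO and 100% = wells lacking PAFAH1B2; many of its hits are not listed in these tables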
# pPAFAH inh – pPAFAH enzyme inhibitors, primary screen, biochemical, fluorescence polarization, human | 330,000 tested, 1.5% active | inhibition, % at 3.39 µM | Platelet-activating factor acetylhydrolase (Homo sapiens), Q13093 | recombinant pPAFAH, FP-rhodamine probe fluorescence polarization;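 active = inhibition above the mean inhibition across the screen plus 3 SD, cut at about 25% in these data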;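 note: inhibitors block binding of the rhodamine activity-based probe so polarization drops; 0% = enzyme with DMSO and 100% = wells lacking pPAFAH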
# Target sequence (Q13093 whole entry, looked up): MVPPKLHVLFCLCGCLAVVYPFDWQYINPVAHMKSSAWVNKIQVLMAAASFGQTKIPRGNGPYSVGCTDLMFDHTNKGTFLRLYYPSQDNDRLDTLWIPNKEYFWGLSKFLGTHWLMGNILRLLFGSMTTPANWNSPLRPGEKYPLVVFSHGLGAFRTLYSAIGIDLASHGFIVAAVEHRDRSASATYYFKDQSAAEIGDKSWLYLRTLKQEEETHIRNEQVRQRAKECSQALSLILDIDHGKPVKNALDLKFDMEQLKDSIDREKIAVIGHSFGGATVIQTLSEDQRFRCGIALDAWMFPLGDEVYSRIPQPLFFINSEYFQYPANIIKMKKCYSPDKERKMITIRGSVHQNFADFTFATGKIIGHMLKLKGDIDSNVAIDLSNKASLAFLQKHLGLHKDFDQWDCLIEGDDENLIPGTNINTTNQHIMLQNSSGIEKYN
# Numbers without * were called inactive; · = no result given; & = joins results of further samples. This is a subset, so the mix of outcomes need not match the whole.
canonical_smiles	LYPLA2 inh	PAFAH1B3 FP inh	LYPLA1 inh	PREPL inhibitor	PAFAH2 FP inh	PAD4 FP inh	GSTO1 counter	PAFAH1B2 FP inh	pPAFAH inh
CC(=O)NC(Cc1ccccc1)C(=O)O (centres undefined)	2.7	6.6	3.5	0.1	1.5	0.6	3.6	2.7	-0.4
Cc1c(NC(=O)c2cccnc2)c(=O)n(-c2ccccc2)n1C	1.1	8.4	-1.6	3.1	6.0	-0.9	-3.2	6.4	1.6
CCCCCCO	2.6	-5.6	0.1	-1.3	0.0	-6.9	·	0.3	0.7
CN1CCN(CCC(=O)N2c3ccccc3Sc3ccc(C(F)(F)F)cc32)CC1	0.6	9.6	-0.5	1.4	-4.6	0.2	3.7	1.6	8.3
CN(C)CCOC(C)(c1ccccc1)c1ccccn1 (centres undefined)	0.9	9.3	0.0	-8.3	-3.1	1.2	0.5	6.5	3.9
CCC(C)n1ncn(-c2ccc(N3CCN(c4ccc(OCC5COC(Cn6cncn6)(c6ccc(Cl)cc6Cl)O5)cc4)CC3)cc2)c1=O (centres undefined)	7.4	2.5	1.0	20.9	-8.6	4.7	3.4	3.8	-1.8
CN1CCN(C(c2ccccc2)c2ccccc2)CC1	-4.5	7.3	-2.1	-2.1	-0.6	0.3	9.2	-1.6	-0.4
CCN(CC)CCNC(=O)c1cc(Cl)c(N)cc1OC	2.2	5.4	0.9	10.2	-3.1	-1.6	7.1	2.6	-2.9
CCOc1ccc(C(=O)OCCN(CC)CC)cc1	-2.1	-0.1	1.2	12.6	-11.7	-1.8	2.8	-6.9	-3.0
CC[n+]1c(C)sc2cc(OC)ccc21	7.1	6.5	3.4	16.2	4.5	17.1*	11.0	9.7	3.9
O=C(NCCc1c[nH]c2ccccc12)c1cccnc1	-1.6	12.9	-0.7	-11.3	-3.7	3.0	1.2	3.0	0.2
Cc1cc(Nc2cc(N3CCN(C)CC3)nc(Sc3ccc(NC(=O)C4CC4)cc3)n2)n[nH]1	-0.1	9.7	-3.0	39.4	-4.1	-2.0	0.5	8.3	5.2
O=C(c1ccc(F)cc1)C1CCN(CCn2c(=O)[nH]c3ccccc3c2=O)CC1	33.3*	2.4&3.8	8.4	21.5&10.2	0.3&-5.7	-2.3&-3.3	3.5	3.8&-2.5	-2.0&0.9
CCOC(=O)c1ccc(N)cc1	-5.7	5.0	0.1	-4.8	-1.2	-6.6	5.0	4.7	0.5
O=C(CCN1CCC(c2ccccc2)C1)c1ccc2c(c1)OCCO2 (centres undefined)	-0.2	2.5	0.9	-4.2	6.5	0.4	-1.5	-3.8	6.0
C=C[C@@H]1CN2CCC1C[C@@H]2[C@@H](O)c1ccnc2ccc(OC)cc12 (some centres undefined)	2.4&2.3	1.5&-2.8	1.8&-1.5	-5.6&-0.1	-4.9&2.9	-5.5&-1.2	7.0&6.2	-4.1&-0.8	6.6&4.1
CC(=O)Nc1ccc(C(=O)O)cc1	·	12.7	·	3.0	4.8	-2.2	·	0.4	3.3
COc1ccc(C(=O)NCc2ccc(OCCN(C)C)cc2)cc1OC	-2.3	-0.7	0.7	-1.8	-4.1	-1.9	4.8	3.4	4.5
CC12CCC(CC1)C(C)(C)O2	1.1	7.9	3.2	13.1	3.2	7.9	0.1	-1.6	2.8
COc1ccccc1N1CCN(CCCNc2cc(=O)n(C)c(=O)n2C)CC1	5.4	·	-2.3	-6.8	·	-3.2	2.2	·	-1.3

# PAD4 FP inh: hit marks shown above.
Structure | PAFAH1B3 FP inh | PREPL inhibitor | PAFAH2 FP inh | PAD4 FP inh | PAFAH1B2 FP inh | pPAFAH inh
CC[n+]1c(C)sc2cc(OC)ccc21 | 6.5 | 16.2 | 4.5 | 17.1* | 9.7 | 3.9

# Four of the entries above in order of their number in PREPL inhibitor, low to high:
molecule | PREPL inhibitor
CCOC(=O)c1ccc(N)cc1 | -4.8
CC(=O)Nc1ccc(C(=O)O)cc1 | 3.0
CCOc1ccc(C(=O)OCCN(CC)CC)cc1 | 12.6
CC12CCC(CC1)C(C)(C)O2 | 13.1

# (listing goes on)
canonical_smiles	LYPLA2 inh	PAFAH1B3 FP inh	LYPLA1 inh	PREPL inhibitor	PAFAH2 FP inh	PAD4 FP inh	GSTO1 counter	PAFAH1B2 FP inh	pPAFAH inh
OCCN1CCN(CCCN2c3ccccc3Sc3ccc(Cl)cc32)CC1	-2.8	-2.8	2.1	47.8*	3.3	1.4	5.1	0.0	38.8*
CC(=O)c1ccc(S(=O)(=O)NC(=O)NC2CCCCC2)cc1	5.8	5.5	-0.9	-2.3	-3.8	1.7	2.9	1.5	1.7
C1CCC(C(CC2CCCCN2)C2CCCCC2)CC1 (centres undefined)	2.4&-0.1	7.1&7.9	-3.3&-2.0	-35.5&-17.1	0.8&-5.1	0.8&0.1	-1.2&4.6	6.5&3.9	5.9&-4.3
C[C@]12CCC(=O)C=C1CC[C@@H]1[C@@H]2CC[C@@]2(C)[C@H]1CC[C@]2(O)C(=O)CO	0.7	7.5	-5.3	-6.5	9.2	-3.3	-3.9	-3.0	7.1
Cn1c(=O)c2c(ncn2CC2OCCO2)n(C)c1=O	4.6	6.3	-2.7	0.1	2.8	-1.0	-4.2	-0.2	0.3
c1ccc(CN(CC2=NCCN2)c2ccccc2)cc1	7.0&1.4	7.4&11.8	1.8&-1.0	12.9&8.8	5.0&2.2	-1.0&-2.4	6.2&2.7	6.2&-2.6	1.3&-0.1
Cc1ccc(CN2CCN(Cc3cccc4nccnc34)CC2CCO)cc1 (centres undefined)	5.0	6.6	1.8	1.5	1.7	3.1	-3.4	0.4	3.7
OC(C#CCN1CCCC1)(c1ccccc1)c1ccccc1	0.3	-4.2	-1.4	-3.6	-0.2	-2.3	-3.2	-1.5	3.4
NC(=O)c1cn(Cc2c(F)cccc2F)nn1	5.2	-1.1	4.0	-6.4	3.4	-0.1	3.0	3.3	2.9
COc1cc2c(c(OC)c1OC)-c1c(cc3c(c1OC)OCO3)[C@@H](OC(C)=O)[C@H](C)[C@H](C)C2	0.2	-1.8	3.1	1.9	4.1	-2.0	3.5	1.9	10.5
CC1COc2c(N3CCN(C)CC3)c(F)cc3c(=O)c(C(=O)O)cn1c23 (centres undefined)	-2.3	5.9	-3.7	-4.1	-2.6	-5.2	-3.4	3.1	-7.9
CCCn1cnc2c1c(=O)n(CCCCC(C)=O)c(=O)n2C	1.7	1.7	-4.7	-2.3	1.3	-2.7	-0.1	6.6	3.4
CC[N+](C)(CC)CCOC(=O)C(O)(c1ccccc1)C1CCCCC1 (centres undefined)	-0.3	-3.3	-0.1	3.1	7.5	-1.9	8.3	3.8	5.5
CC(C(=O)O)c1ccc(C(=O)c2cccs2)cc1 (centres undefined)	-6.3	6.2	1.7	10.4	3.0	-0.3	7.8	-3.6	1.7
O=C(CCNNC(=O)c1ccncc1)NCc1ccccc1	-6.7	4.7	-3.6	3.9	-12.5	-1.8	5.1	-6.2	-0.6
O=S(=O)(c1cccc2cnccc12)N1CCCNCC1	-1.2	10.1	-1.5	-4.2	1.7	-2.3	8.6	2.3	-0.9
COc1ccc(/C=C/C(=O)Nc2ccccc2C(=O)O)cc1OC	6.9	11.7	-1.5	15.2	4.0	-0.5	-7.5	-5.0	-2.7
C=C[C@H]1CN2CC[C@H]1C[C@@H]2[C@@H](O)c1ccnc2ccc(OC)cc12	-1.1&-7.2	1.6&8.7&-8.2	1.9&-3.1	-8.5&-5.2	0.1&-2.0&7.6	-4.8&1.2	4.6&5.0	-1.2&0.3&5.0	2.3&3.8
CCN(CC)CCOC(=O)C1(c2ccccc2)CCCC1	-1.1	6.8	-2.1	-12.1	11.8	1.1	-8.0	13.7	6.7
CCc1cc(=O)oc2c(CNC(Cc3ccccc3)C(=O)O)c(O)ccc12 (centres undefined)	9.8	·	-0.1	-8.0	·	3.7	11.1	·	2.0
CC(=O)OCC1=C[C@@H]2OC(=O)C3=CO[C@@H](O[C@@H]4O[C@H](CO)[C@@H](O)[C@H](O)[C@H]4O)[C@H]1[C@@H]32	2.8	-13.7	5.8	13.4	6.5	-3.6	·	3.8	1.4
C/C=C(/C)C(=O)O[C@@H]1c2c(ccc3ccc(=O)oc23)OC(C)(C)[C@@H]1OC(=O)/C(C)=C\C	-8.9	-2.5	-5.3	10.5	-2.4	-3.2	-11.0	4.5	3.1
CC1(C)Cc2c(sc(NC(=S)NC(=O)c3ccccc3)c2C(=O)O)CO1	2.4	12.4	0.3	5.7	4.4	5.0	-9.3	1.8	-0.9
CN1CCOC(c2ccccc2)c2ccccc2C1 (centres undefined)	1.8	6.2	-2.8	-1.9	-7.4	0.9	0.4	3.8	1.2
CC(COc1ccccc1)NC(C)C(O)c1ccc(O)cc1 (centres undefined)	-3.2	0.9	0.4	0.5	0.9	-2.9	9.4	3.0	2.8
Cc1nc2ccccn2c(=O)c1CCN1CCC(C(=O)c2ccc(F)cc2)CC1	13.8	10.1	2.8	26.6	4.2	-2.0	7.3	-1.6	5.5
CCOc1ccc(NC(=O)Cn2cc(C(=O)c3ccco3)c3ccccc32)cc1	-8.2	-3.6	-5.0	-10.4	-9.8	-5.4	-0.1	3.1	-4.6
Oc1ccc(/C=C/c2cc(O)cc(O)c2)cc1	3.4	5.3	-1.2	10.9	-3.0	1.4	31.6	1.1	5.2
COc1cc2c(cc1OC)C(=O)C(CC1CCN(Cc3ccccc3)CC1)C2 (centres undefined)	0.7	0.7	2.0	-1.6	2.9	-7.0	-6.8	10.0	3.5
NC(=O)c1cccc(-c2cc(Nc3ccc(OC(F)(F)F)cc3)ncn2)c1	-41.4	-15.9	-28.6	-9.2	-41.3	-4.3	-33.5	1.8	-3.2
Cc1cc(-c2ccccc2)nnc1NCCN1CCOCC1	1.5	3.1	5.8	-5.0	-3.0	-0.8	1.6	-1.2	3.1
CCCNC(C)C(=O)Nc1c(C)csc1C(=O)OC (centres undefined)	-1.7	7.7	0.8	7.3	10.0	1.5	-2.1	-3.2	1.2
C=CC1=C(C(=O)O)N2C(=O)[C@@H](NC(=O)/C(=N\O)c3csc(N)n3)[C@H]2SC1 (stereo in doubt)	-3.3	5.4	-3.2	-10.8	3.1	-5.9	0.0	4.1	-4.6
c1ccc(CC2=NCCN2)cc1	1.3	8.0	0.3	-7.5	-0.3	-5.2	3.4	0.9	-4.0
